# ALOX15B inhib: blocks human 15-lipoxygenase 2 activity; Potency, µM (doses to about 57.1 µM), for the others: at the highest dose activity change, negative = inhibition, usual class: inhibitors; 110,000 tested, 0.56% active; purified 15hLO-2, xylenol orange hydroperoxide absorbance; also: potency is read from the fitted curve at half-maximal effect; nearly all actives have a fitted effect of over 60% in size; many of its hits are not listed in these tables
# Target sequence (O15296 whole entry, looked up): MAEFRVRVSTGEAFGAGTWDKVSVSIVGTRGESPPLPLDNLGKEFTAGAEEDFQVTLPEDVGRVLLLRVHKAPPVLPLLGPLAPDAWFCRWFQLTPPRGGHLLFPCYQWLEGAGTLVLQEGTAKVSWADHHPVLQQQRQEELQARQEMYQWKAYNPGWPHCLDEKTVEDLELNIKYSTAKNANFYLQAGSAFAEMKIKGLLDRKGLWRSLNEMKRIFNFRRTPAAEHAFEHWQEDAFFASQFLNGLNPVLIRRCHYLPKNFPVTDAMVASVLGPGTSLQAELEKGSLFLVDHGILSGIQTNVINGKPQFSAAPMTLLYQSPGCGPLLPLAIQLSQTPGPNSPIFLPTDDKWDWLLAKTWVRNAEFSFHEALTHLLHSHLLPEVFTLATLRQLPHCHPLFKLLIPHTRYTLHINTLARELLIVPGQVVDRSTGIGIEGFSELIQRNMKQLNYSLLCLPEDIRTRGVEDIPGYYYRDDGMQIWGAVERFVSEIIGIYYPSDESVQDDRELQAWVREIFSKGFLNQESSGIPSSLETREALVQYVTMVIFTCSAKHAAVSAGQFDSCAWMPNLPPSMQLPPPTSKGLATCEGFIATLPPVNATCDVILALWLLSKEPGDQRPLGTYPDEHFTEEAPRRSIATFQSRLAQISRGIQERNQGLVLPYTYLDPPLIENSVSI
#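 Enzyme 50 nM, AA 45 uM, 25 mM Hepes pH 7.5 + 0.01% Triton X-100; cpd preinc 15 min RT, rxn 90 min RT; stop/detect with 200 uM XO + 300 uM Fe(II) in 50 mM H2SO4, 30 min; A573/A405.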
# IMPase inh: membrane-permeable compound that blocks inositol monophosphatase | P97697 | CHO-M1 cells, IP1 accumulation, HTRF TR-FRET ratio | inhibition (IP1 accumulation), % at 46.1 µM | 120,000 tested, under 10 active; active = well fitted curve in the direction sought with a large enough effect in the signal ratio, not every such curve was filed as active; inconclusive = small, poorly fitted or top-dose-only effect, or a change in a side signal; inactive = no such curve, though single readings can be large or run the other way; the % refers to the signal ratio;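 also: cells stimulated with carbachol in lithium chloride buffer; plate controls were DMSO basal wells for no effect and reference inhibitor wells for full effect; higher means more IMPase inhibition seen as more IP1 and lower FRET ratio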
# Target sequence (P97697 whole entry, looked up): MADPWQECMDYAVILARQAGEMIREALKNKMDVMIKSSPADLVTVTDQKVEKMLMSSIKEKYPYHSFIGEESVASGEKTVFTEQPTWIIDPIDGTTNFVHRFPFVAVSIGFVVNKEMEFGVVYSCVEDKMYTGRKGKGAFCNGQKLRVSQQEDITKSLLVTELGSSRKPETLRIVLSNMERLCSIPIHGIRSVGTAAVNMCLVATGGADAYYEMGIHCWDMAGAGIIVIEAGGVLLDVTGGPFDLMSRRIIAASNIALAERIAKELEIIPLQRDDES
#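 Carbachol-driven Gq signalling in CHO-M1 cells (2000/well) generates IP1. Compounds that block IMPase raise IP1 and so reduce the FRET signal from Eu-anti-IP1 and d2-IP1 after a 10 min room-temperature lysis.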
# ALOX12 inhib: blocks human 12-lipoxygenase activity. purified 12-hLO, xylenol orange hydroperoxide absorbance. 150,000 tested, 0.12% active. P18054. Potency, µM (doses to about 57.1 µM), for the others: at the top dose activity change, negative = inhibition, most hits filed as inhibitors; also: potency is read from the fitted curve at half-maximal effect; nearly all actives have a fitted effect of over 55% in size; many of its hits are not listed in these tables
#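 Lipoxygenase turnover measured by absorbance at 573 and 405 nm after Fe-XO development. Human 12hLO 150 nM, arachidonate 40 uM, pH 7.0 Hepes buffer with detergent; 15 min compound preincubation, 30 min reaction.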
# PNC assembly inh: blocks assembly of the perinucleolar compartment. PC3M PTB-GFP, PNC prevalence imaging, 16 h; active compounds read low. 140,000 tested, 3.1% active. AID 2417. activity change (PNC), negative = inhibition, % at 10 µM;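 active = readout at or below -70, meaning at least 70% loss of cells showing the perinucleolar compartment, a nuclear body marking cancer cells; inconclusive = readout between -30 and a set limit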;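 also: plate controls were DMSO wells for no effect and camptothecin positive control wells for full effect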
#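 Read-out is percentage of cells bearing a perinucleolar compartment, from automated 20x imaging of fixed, Hoechst-stained PC3M PTB-GFP cells. Cells were seeded 4 h, then exposed 16 h to compound (23 nl of library stock) in duplicate plates.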
# * = called active by the depositor; ? = inconclusive; . = not tested or not shown; & = joins results of further samples; [ ] = remark or other dose. Unless noted, calls follow the shape of the dose curve; as a rule, active = well fitted curve in the direction sought with a large enough effect; inconclusive = small, poorly fitted or top-dose-only effect, or another doubt; inactive = no such curve, though single readings can be large; an effect the other way counts as inactive or inconclusive. Unless noted, % is scaled to controls: 0 for no effect and ±100 for the full control effect. This is a subset; the hit share may differ from the screen's.
Compound | ALOX12 inhib | IMPase inh | PNC assembly inh | ALOX15B inhib
Cc1ccc(C(=O)Nc2ccccc2-c2ccccc2)cc1S(=O)(=O)Nc1cccc(C)c1C | -7% | 0 | 2 | -14%
COCc1nn2c(N)c(C#N)cnc2c1-c1ccccc1 | 2% | 1 | ? | -5%
O=C(CSc1ccc(Cl)cc1)c1ccco1 | ? | -1 | -12 | ?
C/C(N)=C(/C#N)C(=O)CSc1nnnn1-c1ccc(C)cc1C | -16% | 3 | -133* | -11%
COc1ccccc1CC(=O)Nc1cccc2c1CCCC2 | -3% | . | ? | .
CCOC(=O)c1c[nH]c2c3c(ccc2c1=O)CCCC3 | 1% | -8 | 5 | -19%
CCc1nc2ccccc2c(=O)n1NC(=O)c1c(O)c2ccccc2[nH]c1=O | 1% | 6 | 8 | -2%
CCCC(=O)Nc1sc(C)c(-c2ccc(C(C)CC)cc2)c1C#N (stereo unspecified) | 3% | -6 | 8 | -8%
CCOc1ccccc1N(C(=O)Nc1ccc(Cl)cc1)C1=NCCS1 | -2% | 0 | ? | .
Oc1cc2c(c(Cl)c1O)CCNC[C@H]2c1ccccc1 | -9%&-8% | 12&10 | . | ?
C/C(=N/N=C1/NC(=O)CC(C(=O)Nc2ccccc2)S1)c1cccs1 (stereo unspecified) | -1% | . | -10 | .
Cn1c(-c2c(N)n(CCc3ccccc3)c3nc4ccccc4nc23)nc2ccccc21 | -13% | -12 | -11 | 5%
Cc1cc(NC(=O)c2oc3ccccc3c2C)ccc1-n1cnnn1 | -1% | -2 | -18 | -17%
NCCCN1CCOCC1 | 4% | 10 | -4 | 9%
COC(=O)c1[nH]c2cc(OC)ccc2c1NC(=O)c1ccc2c(c1)OCO2 | -7% | -1 | -9 | 2%
CCn1c(C)cc2c(c1=O)C(c1ccccc1)C(C(=O)OC)=C(N)O2 (stereo unspecified) | 4% | 0 | 52 | -14%
CC(=O)C1=C(C)NC(SCC(N)=O)=C(C#N)C1c1sccc1C (stereo unspecified) | 9% | 4 | 117 | 22%
COCc1cc(C)nc2sc(C(=O)OC(C)C)c(N)c12 | -7% | ? | ? | 4%
Cc1ccc(C)n1-c1sccc1C(=O)O | -15% | -5 | -3 | 33%[activator]
CCOC(=O)N1CCC(Nc2c(N3CCN(c4cccc(C(F)(F)F)c4)CC3)c(=O)c2=O)CC1 | -10% | 8 | -21 | 0%

# Some values from the list:
# Result for CCCC(=O)Nc1sc(C)c(-c2ccc(C(C)CC)cc2)c1C#N (stereo unspecified) under PNC assembly inh: 8
# Result for COCc1cc(C)nc2sc(C(=O)OC(C)C)c(N)c12 under ALOX12 inhib: -7%

# New compounds follow
Compound | ALOX12 inhib | IMPase inh | PNC assembly inh | ALOX15B inhib
Cc1cc(C)cc(C(=O)NC(=S)Nc2ccc3[nH]c(=O)[nH]c3c2)c1 | -2% | . | 15 | .
Cc1cccc(C(=O)Nc2ccc(O)c3c(=O)cc(-c4ccccc4Cl)oc23)c1 | 3% | . | 60 | .
O=C(NCCc1ccccc1)C(=O)NCC1CCCO1 (stereo unspecified) | 4% | -6 | -5 | 1%
CCS(=O)(=O)N1CCN(Cc2nc3ccccc3c(=O)[nH]2)CC1 | -2% | -4 | 37 | -8%
CC1=CSC2=NC(=O)/C(=C\c3cccn3-c3ccccc3)C(=N)N12 | -4% | . | 63 | .
Cc1ccc(C(=O)N/N=C/c2cc(C)n(-c3ccc(Br)cc3)c2C)cc1[N+](=O)[O-] | -7% | 8 | 11 | 28%
O=C(CN1CCOCC1)N1CCCc2c1c(=O)oc1ccc(OCc3ccccc3)cc21 | 2% | 0 | -90* | 2%
O=C(COc1cccc(Br)c1)NN=C1c2ccccc2-c2ccccc21 | -1% | 4 | -119* | .
CCN(CC)CCNC(=O)C(=O)NCC1OCCN1C(=O)c1ccc2c(c1)OCO2 (stereo unspecified) | -1% | . | 16 | .
CCOC(=O)c1cnc(-n2nc(C)cc2C)nc1NCc1ccc2c(c1)OCO2 | 27% | 9 | ? | 64%[activator]
NS(=O)(=O)c1ccc(N2N=C(c3ccc(Br)cc3)CC2c2ccc(F)cc2)cc1 (stereo unspecified) | -7% | ? | 18 | 7%[11.4 µM]
Cc1c(CCOC(=O)C2C3CC4CC(C3)CC2C4)sc[n+]1CC(=O)c1ccc(Br)cc1 (stereo unspecified) | -6% | 9 | -23 | 38%[activator]
c1ccc(Oc2cc(-c3ccccc3)nc(-c3ccccc3)n2)cc1 | 1% | 11 | 48 | .
COc1cccc(C(=O)NN2c3ccccc3CCc3ccccc32)c1 | 4% | . | ? | .
COc1cc(OC)c(NC(=O)CCc2nc(-c3cccs3)no2)cc1Cl | -2% | -2 | 25 | 2%
CCOc1ccc2nc(NC(NC(=O)CC)(C(=O)OC)C(F)(F)F)sc2c1 (stereo unspecified) | 2% | -3 | 13 | -5%
O=C1CC(=O)N(CCNc2ncc(C(F)(F)F)cc2Cl)C(=O)N1 | -12% | 0 | 49 | -5%
Cc1ccc(N2C(=O)CC(c3ccsc3)C3=C2CC(C)(C)CC3=O)cc1 (stereo unspecified) | -4% | -2 | 29 | -4%
COc1ccc(CNC(=O)c2noc3c2CCCCC3)cc1 | -1% | 1 | 8 | -1%
COc1ccc(/C(O)=C2/C(=O)C(=O)N(CCN(C)C)C2c2ccc(OC)c(OC)c2)c(C)c1 (stereo unspecified) | -7% | ? | 1 | -9%

# 3 records picked at random from those above:
Compound | ALOX12 inhib | IMPase inh | PNC assembly inh | ALOX15B inhib
Cc1cccc(C(=O)Nc2ccc(O)c3c(=O)cc(-c4ccccc4Cl)oc23)c1 | 3% | . | 60 | .
CC1=CSC2=NC(=O)/C(=C\c3cccn3-c3ccccc3)C(=N)N12 | -4% | . | 63 | .
O=C(COc1cccc(Br)c1)NN=C1c2ccccc2-c2ccccc21 | -1% | 4 | -119* | .

# Next compounds follow:
Compound | ALOX12 inhib | IMPase inh | PNC assembly inh | ALOX15B inhib
CCn1c(=O)n(CC(=O)N2CCN(c3ccccc3F)CC2)c(=O)c2ccccc21 | 2% | 5 | 5 | 2%
Cc1cccc(NC(=S)Nc2ccc3cn[nH]c3c2)c1 | -1% | 3 | 23 | .
CCCCCCCCN1C(=O)C(O)=C(C(C)=O)C1c1ccccn1 (stereo unspecified) | 0% | -12 | ? | .
COc1cccc(OCCOCCN(C)CCO)c1 | 5% | 12 | ? | 1%
CCN=C(Nc1cccc(F)c1)SC1CC(=O)N(c2ccc(OC)cc2)C1=O (stereo unspecified) | 0% | 0 | 1 | 1%
Cc1[nH]n(-c2ccccc2)c(=S)c1C=Nc1ccc([N+](=O)[O-])cc1 | ? | . | 118 | .
CCOc1nnnc2c1sc1nc(N3CCOCC3)c3c(c12)CCCC3 | 0% | -4 | 32 | -9%
CCCCN(CCCC)c1ccc(C(=O)c2ccccc2C(=O)O)c(O)c1 | -9% | 5 | -10 | -28%
NCC1OC(n2cnc3c(=O)[nH]c(N)nc32)C(O)C1O (stereo unspecified) | ? | . | . | 2%
COC(=O)c1ccc(CSc2nc3ccccc3[nH]2)o1 | 1% | 6 | 81 | -7%
COc1cc(OC)cc(C(=O)N[C@H](C(=O)Nc2ccccc2N2CCOCC2)C(C)C)c1 | 0% | -1 | -28 | 2%
CC(=O)Nc1ccc(S(=O)(=O)NCC2CCC(C(=O)N3CCN(c4ccccn4)CC3)CC2)cc1 (stereo unspecified) | 2% | 6 | 11 | .
CCN(CC)c1ccc(/C=N/NC(=O)c2c[nH]c3ccccc23)cc1 | 1% | . | ? | .
CCCCCCCCCCCCCCCCOP(=O)([O-])OCC[N+](C)(C)C | 9% | . | . | -1%
O=C(O)CCc1ccc(-c2cccs2)n1NC(=O)c1ccccc1Br | -3% | 3 | ? | -7%
Cc1ccc(OCC(=O)NNC(=O)c2cc3ccccc3o2)cc1C | 0% | 12 | 76 | -11%
N[C@@H](C(=O)O)c1ccc(C(=O)O)c(C(=O)O)c1 | 3%&-3%&3% | 6&-2&-2 | . | 11%&14%&14%
CCN1CCN(S(=O)(=O)c2cc(OC)ccc2OC)CC1 | 8% | 2 | -15 | 5%
CCCCCCOc1ccc(NC(=O)CC2C(=O)N(CC)C(=S)N2Cc2ccco2)cc1 (stereo unspecified) | -3% | . | 8 | .
CCCCNC(=O)CSc1nc2ccccc2c(=O)n1C1CCCC1 | -5% | -8 | 18 | 1%
CN(C)c1ccc(-c2nnc(-c3ccc(S(=O)(=O)C(F)F)cc3)o2)cc1 | 0% | -8 | ? | -3%
CCC(CO)Nc1ncnc2c1cnn2-c1ccc(Cl)cc1 (stereo unspecified) | 0% | 6 | 30 | 2%
CCC(C)n1c(SCC(=O)NCCc2ccc(S(N)(=O)=O)cc2)nc2ccsc2c1=O (stereo unspecified) | -2% | . | 29 | .
OCCNc1ncnc2c1c(-c1ccccc1)c(-c1ccccc1)n2Cc1ccco1 | 0% | 3 | 28 | 6%
CSc1nsc(SCC(=O)Nc2nc3ccc(C)cc3s2)n1 | 8% | -5 | 1 | .
CCOc1ccccc1OCC(=O)Nc1nnc(COC)s1 | 2% | 4 | -26 | .
Cc1cc(=O)n2nc(N3CCC(C(=O)NCc4cccnc4)CC3)sc2n1 | -8% | ? | 0 | 6%
Nc1nc2ccccc2n1C(=O)c1ccco1 | 0% | . | 52 | .
CC(C)(C)C(=O)Nc1ccccc1C(=O)Nc1cc(Cl)ccc1Cl | -7% | 7 | -14 | 0%
CCOC(=O)c1c(NC(=O)CCc2ccc(CC)o2)sc(C)c1C | 7% | 2 | 1 | -13%
CCN(CC)CCNC(=S)N1CCn2c(nc3ccccc32)C1 | 0% | . | -23 | .
O=C(OCC(=O)N1CCOCC1)c1ccccc1SCC(=O)N1CCCC1 | -2% | 8 | 1 | 4%
CC(=O)c1c(N2CCCCC2)nc(=O)n(-c2ccccc2)c1C | 3% | -5 | ? | -4%
Cc1ccc(C(C)C)c(OCc2ccc(C(=O)N/N=C/c3ccc(O)cc3O)cc2)c1 | 2% | 0 | -89* | .
CCOCCCNC(=O)c1ccccc1SCC | -4% | . | 10 | .
O=C(Cn1cnc2ccccc2c1=O)N1CCN(c2ccccc2)CC1 | -1% | 3 | -13 | .
COc1ccc2c(c1)-c1nc(NC(=O)c3ccco3)sc1CC2 | -2% | . | 3 | .
CCOC(=O)CCCCC(=O)c1[nH]c(=O)[nH]c1CSc1nc(-c2ccccc2)c(C#N)c(=O)[nH]1 | -5% | -18 | 45 | -14%
COc1ccc(NC(=O)C2CCC(C)(C(=O)O)C2(C)C)cc1 (stereo unspecified) | -6% | 0 | -20 | -3%
CCOC(=O)C1/C(=N\O)CC(C)(O)C(C(=O)OCC)C1c1ccc(OC)c(OC)c1 (stereo unspecified) | -1% | 0 | ? | -6%

# Copied from the listing for reference:
Compound | ALOX12 inhib | IMPase inh | PNC assembly inh | ALOX15B inhib
CCOC(=O)c1c(NC(=O)CCc2ccc(CC)o2)sc(C)c1C | 7% | 2 | 1 | -13%
CCN(CC)CCNC(=S)N1CCn2c(nc3ccccc32)C1 | 0% | . | -23 | .
O=C(OCC(=O)N1CCOCC1)c1ccccc1SCC(=O)N1CCCC1 | -2% | 8 | 1 | 4%

# The list goes on.
Compound | ALOX12 inhib | IMPase inh | PNC assembly inh | ALOX15B inhib
COc1ccc(-c2nnc(SCC(=O)OC3CCCCC3)o2)cc1OC | -2% | 5 | ? | 7%
C1N2CN3CN1CN(C2)C3 | -3% | . | . | 4%
Cc1ccccc1C(=O)N1CCC(C(=O)Nc2ccc3c(c2)OCCO3)CC1 | -5% | 7 | 2 | -8%
CCC1c2ccc(C)n2CCN1C(=O)Nc1ccccc1C(=O)OC (stereo unspecified) | 3% | 2 | 36 | 26%
Cc1nn2c(N3CCCC3)cc(C(C)C)nc2c1-c1ccccc1 | -1% | 3 | -5 | 13%
Cc1nc(Cl)c2oc3ccccc3c2n1 | 0% | 8[1.84 µM] | ? | -7%[11.4 µM]
